DRD3 antagonist = qHTS of D3 Dopamine Receptor Antagonist: qHTS; D(3) dopamine receptor (Homo sapiens), P35462; D3R cells, DiscoveRx beta-arrestin luminescence, antagonist mode; active compounds read low; max response, negative = inhibition, %; hit rate 2.5% among 360,000; AID 652054, 2013; in the data active = max response below about -50%; inconclusive = no clear call, values can overlap the other calls; also: % is scaled to controls: 0 for no effect and ±100 for the full control effect; mostly tested at two doses, the higher about 12 µM
Target sequence (P35462 whole entry, looked up): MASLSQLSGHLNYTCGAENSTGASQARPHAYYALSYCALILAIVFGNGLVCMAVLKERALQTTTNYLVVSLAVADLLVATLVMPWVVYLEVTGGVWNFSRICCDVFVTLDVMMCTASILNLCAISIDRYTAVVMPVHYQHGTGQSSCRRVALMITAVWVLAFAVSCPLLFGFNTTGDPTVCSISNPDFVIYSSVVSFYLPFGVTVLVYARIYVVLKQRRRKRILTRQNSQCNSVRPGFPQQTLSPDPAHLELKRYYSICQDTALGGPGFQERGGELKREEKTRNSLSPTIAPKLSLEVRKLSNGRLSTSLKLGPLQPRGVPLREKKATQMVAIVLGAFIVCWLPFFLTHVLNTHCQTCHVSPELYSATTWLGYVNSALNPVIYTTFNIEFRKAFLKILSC
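Cells expressing the human receptor were seeded at 1500 cells/well, incubated overnight at 37 degrees C in 5% CO2, then exposed to library compounds with dopamine controls for 90 minutes at 37 degrees C before luminescent detection.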
PTHR1 agonist = qHTS for PTHR1 Agonists: Primary Screen. HEK293 GP2 PTHR1 cells, GloSensor cAMP luminescence, 1 h. Potency, µM (series often up to 115 µM), inactives show top-dose activation, actives largely listed as activators. Parathyroid hormone/parathyroid hormone-related peptide receptor (Homo sapiens), Q03431. AID 743266, 2014. hit rate 0.075% among 410,000; also: potency is read from the fitted curve at half-maximal effect; nearly all actives have a fitted effect of over 55% in size; some results filed as inactive show a strong effect at the top dose; inactives centre near -15; many of its hits are not listed in these tables
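HEK-293-derived GP2 cells expressing PTHR1 and a GloSensor cAMP reporter, 3,000/well, plated overnight, given luciferin plus IBMX (each 0.5 mM as added) for 1 h at 37 °C, then compound for 1 h at 37 °C. Luminescence was read after 15 min at room temperature.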
D3 ag = qHTS of D3 Dopamine Receptor Agonist: qHTS; D(3) dopamine receptor (Homo sapiens), P35462; D3R DiscoveRx beta-arrestin cells, luminescence, 90 min; max activation, %; hit rate 0.58% among 410,000; in the data active = max activation above about 30%; also: 0% is about no effect; mostly tested at two doses, the higher about 12 µM
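Agonist-mode cell screen: cells plated at 1500/well and incubated overnight at 37 °C, then exposed to library compounds for 90 min at 37 °C. Detection reagent was added for 30–60 min at room temperature, and luminescence was read.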
GLP1R ag = qHTS of GLP-1 Receptor Agonists; Glucagon-like peptide 1 receptor (Homo sapiens), P43220; HEK293 GLP-1R CRE-luciferase, luminescence, 4-6 h; cells express a hypersensitive GLP-1R form; Potency, µM (series often up to 45.6 µM), inactives show top-dose activation, most hits filed as activators; hit rate 0.007% among 380,000; AID 624172, 2012; also: potency is read from the fitted curve at half-maximal effect; % of control where 0% means no effect
Target sequence (P43220 whole entry, looked up): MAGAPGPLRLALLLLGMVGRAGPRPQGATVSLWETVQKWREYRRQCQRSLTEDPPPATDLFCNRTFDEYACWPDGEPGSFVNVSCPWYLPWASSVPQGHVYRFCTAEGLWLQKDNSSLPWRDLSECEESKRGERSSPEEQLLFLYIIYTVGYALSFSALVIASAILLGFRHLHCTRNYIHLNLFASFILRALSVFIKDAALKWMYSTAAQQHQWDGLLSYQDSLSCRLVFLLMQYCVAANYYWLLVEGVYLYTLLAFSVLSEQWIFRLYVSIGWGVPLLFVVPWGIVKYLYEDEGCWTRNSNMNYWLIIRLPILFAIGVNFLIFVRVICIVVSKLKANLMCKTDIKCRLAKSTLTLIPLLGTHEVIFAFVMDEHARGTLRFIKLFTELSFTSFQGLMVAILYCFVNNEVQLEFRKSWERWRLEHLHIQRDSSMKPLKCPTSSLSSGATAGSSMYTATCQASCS
TDP43 rescue = qHTS of TDP-43 Inhibitors | TDP-43 expressing yeast growth rescue, BacTiter-Glo, 24 h | Potency, µM (titrated, usually from 46.1 µM), without a hit: top-dose growth rescue (activation), hits mostly activators | hit rate 1.8% among 410,000; also: potency is read from the fitted curve at half-maximal effect; % of control where 0% means no effect; nearly all actives have a fitted effect of over 50% in size
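Galactose-induced TDP-43 yeast, OD600=0.02, compound pinned; 24 hr, 30 deg C; BacTiter-Glo luminescence for growth. Inhibitors of TDP-43 toxicity read as activators.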
GLP1R cytotox = qHTS of GLP-1 Receptor Inverse Agonists: Cytotox Screen. hit rate 0.13% among 410,000. Potency, µM (series often up to 38.3 µM), without a hit: at the highest dose activity change, negative = inhibition, hits mostly inhibitors. HEK293 cAMP-luciferase reporter cells, luminescence, 24 h;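 also: loss of luciferase light is scored as toxicity; potency is read from the fitted curve at half-maximal effect; % is scaled to controls: 0 for no effect and ±100 for the full control effect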
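Luminescence readout: signal drop marks cytotoxicity. Plated cells grew 12 h at 37 °C, 5% CO2, received 23 nL compound for 24 h, then got luciferase reagent, read after 12 min at RT.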
KB-V1 cytotox = qHTS assay for MDR1-selective chemotherapeutics: Primary screen using the drug-selected MDR subline cells KB-V1; hit rate 3.4% among 400,000; KB-V1 MDR cells viability, CellTiter-Glo, 72 h; Potency, µM (highest dose often 46.1 µM), inactives show at the highest dose activity change, negative = cytotoxicity, usual class: cytotoxic; also: potency is read from the fitted curve at half-maximal effect; % is scaled to controls: 0 for no effect and ±100 for the full control effect; nearly all actives have a fitted effect of over 60% in size
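Cytotoxicity toward P-gp-expressing KB-V1 cells was determined as loss of CellTiter-Glo luminescence after 72 h at 37 degrees C. Compounds were tested in quantitative HTS format across a concentration range, with curves fitted to normalized data.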
GLP1R inv ag = qHTS of GLP-1 Receptor Inverse Agonists (Inhibition Mode) | Potency, µM (top dose mostly 38.3 µM), for the others: top-dose activity change, negative = inhibition, usual class: inhibitors | hit rate 1.6% among 410,000 | HEK293 GLP-1R CRE-luciferase, luminescence, 24 h; GLP-1R form is constitutively active | AID 624417, 2012 | Glucagon-like peptide 1 receptor (Homo sapiens), P43220; also: potency is read from the fitted curve at half-maximal effect; % is scaled to controls: 0 for no effect and ±100 for the full control effect; nearly all actives have a fitted effect of over 55% in size
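Using stably transfected HEK293 (constitutively active GLP-1R, cAMP-luciferase reporter), compounds were incubated 24 hr and luciferase measured by luminescence.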
aSyn yeast inh = qHTS of alpha-syn Inhibitors. hit rate 0.14% among 370,000. Yeast expressing alpha-synuclein, growth rescue, BacTiter-Glo, 24 h. Potency, µM (doses to about 46.1 µM), inactives show at the highest dose growth rescue (activation), hits mostly activators; also: potency is read from the fitted curve at half-maximal effect; % of control where 0% means no effect; nearly all actives have a fitted effect of over 65% in size
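Galactose-induced alpha-syn yeast (OD600=0.02, raffinose-pregrown) + pinned cpd, 24 hr, 30 deg C; growth by BacTiter-Glo luminescence. Growth restoration scores as activation.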
Numbers without * were called inactive; i = inactive; ? = inconclusive; . = no result given; [ ] = dose if it differs, or a comment. Unless noted, calls follow the shape of the dose curve; as a rule, active = well fitted curve in the direction sought with a large enough effect; inconclusive = small, poorly fitted or top-dose-only effect, or another doubt; inactive = no such curve, though single readings can be large; an effect the other way counts as inactive or inconclusive. Only part of the results is shown; the hit share may differ from the screen's.

SMILES | DRD3 antagonist | PTHR1 agonist | D3 ag | GLP1R ag | TDP43 rescue | GLP1R cytotox | KB-V1 cytotox | GLP1R inv ag | aSyn yeast inh
CCOc1ccccc1NC(=O)C1CCCN(S(=O)(=O)c2cccc3cccnc23)C1 (stereo not drawn) | 4.6 | -29.0% | -9.1 | -3.9% | 0.7% | -10.4% | -4.9% | -21.9% | 1.4%
O=C(CC1N=C2c3ccccc3N=C(SCc3ccccc3F)N2C1=O)NCc1ccc2c(c1)OCO2 (stereo not drawn) | . | -15.6% | -25.2 | . | 4.4% | -8.3% | 13.3% | -24.2% | .
Cc1ccc(/C=C/c2onc(C)c2S(=O)(=O)N2CCC(C(=O)Nc3cc(F)ccc3F)CC2)cc1 | . | i | -3.5 | -0.7% | 3.9% | -3.2% | 16.1% | 0.7% | .
COCCNC(=O)c1cccc2c1C(=O)c1ccc(N3CCOCC3)cc1S2(=O)=O | 5.8 | i | 10.5 | 0.0% | 4.8% | -23.2% | 3.5% | 21.7% | -0.7%
Cc1ccc(S(=O)(=O)Cc2ccc(C(=O)O)o2)cc1 | -0.7 | 6.6% | -8.4 | -3.4% | -31.5%[inhibitor] | -10.3% | -3.8% | 1.2% | -3.9%
CCCCC(CC)Cn1c(Oc2ccccc2)nc2c1c(=O)n(C)c(=O)n2C (stereo not drawn) | . | i | 6.1 | 0.6% | 0.6% | -1.0% | -15.9% | -14.6% | .
COC(=O)c1scc(C#N)c1N/N=C(\C#N)S(=O)(=O)c1ccc(Cl)cc1 | -6.7 | -27.8% | 11.2 | 3.5% | -19.3% | ? | 8.2µM* | ? | -1.5%
CNC(=O)c1cc2c(ccc3ccccc32)o1 | 8.3 | -11.9% | 2.8 | 20.1% | ? | 1.2% | 13.2% | 56.0%[activator] | 11.2µM*
O=C(Nc1cccc(-c2cccc(Cl)c2)c1)C1CCN(Cc2ccon2)CC1 | 3.3 | i | -4.1 | 5.3% | 11.0% | -25.6% | -22.1% | ? | -0.3%
O=c1[nH]c(-c2ccccc2)ncc1OCc1ccccc1 | 4.3 | i | 2.0 | -3.1% | 18.1% | -7.4% | 13.3% | -0.7% | 0.9%
COc1ccccc1NS(=O)(=O)c1ccc(OC)c([N+](=O)[O-])c1 | -18.1 | i | -3.8 | 7.7% | 5.1% | 3.2% | -29.8% | -6.8% | -1.5%
CN(NS(=O)(=O)c1ccc(Br)cc1)c1nc(C(F)(F)F)nc2ccccc12 | 9.6 | -43.2%[inhibitor] | 5.9 | 2.7% | -10.5%[0.397 µM] | ? | ? | ? | -20.6%
COc1ccc(Cl)cc1NC(=O)CSc1nnc(Cc2ccc(C)cc2)c(=O)[nH]1 | 2.0 | i | 6.6 | -3.3% | 14.6% | -3.0% | 0.0% | ? | 12.2%
CNC(=O)c1cc(C(=O)c2ccc(F)cc2Cl)c[nH]1 | 6.1 | i | -1.0 | -4.0% | 11.4% | -2.5% | -0.7% | 3.7% | -11.9%
CN(C)C(=O)c1cc(C(=O)c2ccccc2Br)c[nH]1 | 12.4 | i | 2.6 | 13.1% | 9.4% | 8.0% | 17.3% | 13.0% | -1.7%
O=C1N(c2ccccc2)c2ccccc2[C@]12C[C@H](O)CO2 | 5.2 | -18.1% | 0.5 | . | 12.7% | 1.6% | -5.0% | 19.3% | 2.6%
Cc1ccc(S(=O)(=O)N2C[C@@H]3[C@H]4CC[C@H](C4)[C@@H]3[C@@H](C)[C@@H]2c2cn(Cc3ccccc3)c3ncccc23)cc1 | -24.5 | -3.0% | 0.0 | -4.3% | -13.4% | -0.1% | -0.7% | ? | 10.8%
CC[n+]1ccc(C)c2cc(P(=O)(c3ccccc3)c3ccccc3)ccc21 | -57.8* | -19.5% | -28.5 | 6.2% | -27.7% | -19.5% | -10.4% | -19.4% | -3.7%
Cc1ccc(C(=O)N2CCC(C(=O)NCc3ccco3)CC2)cc1 | -11.1 | -0.7% | -3.3 | 6.6% | -17.6% | 0.0% | 8.8% | -16.1% | -0.5%
CCOc1ccc(NC(=O)c2ccc(OCC3CCCO3)cc2)cc1S(=O)(=O)N(CC)CC (stereo not drawn) | -28.1 | -91.9%[inhibitor] | -4.6 | 9.1% | 27.0% | -50.5% | 2.59µM* | -30.9% | 7.1%
O=C(c1ccccc1)N1N=C(c2ccc(F)cc2)CC1c1ccc(F)cc1 (stereo not drawn) | -5.0 | -16.7% | 3.0 | 23.5% | 7.0% | -3.0% | -6.5% | 10µM* | 6.9%
CC1CC(C)CN(S(=O)(=O)c2cccc3nsnc23)C1 (stereo not drawn) | 4.1 | i | -0.4 | 1.8% | 8.8% | 1.1% | -8.5% | -10.6% | -2.2%
Nc1ccc2cc3ccccc3cc2c1 | 2.7 | -26.4% | -24.8 | 3.8% | ? | 3.8% | 2.5% | 22.3% | 0.8%
Cc1ccc(CNc2oc(-c3cccs3)nc2C#N)cc1 | 4.5 | -8.9%[57.5 µM] | -1.7 | ? | ? | -2.2% | -17.2% | 37.9%[activator] | -8.7%
CN1CCN(c2sc(S(C)(=O)=O)nc2S(=O)(=O)c2ccc(Cl)cc2)CC1 | -1.6 | i | -1.6 | -5.2% | -5.7% | -5.1% | ? | ? | -0.8%

2 entries from above, with values under each structure:
Values in the order: DRD3 antagonist | PTHR1 agonist | D3 ag | GLP1R ag | TDP43 rescue | GLP1R cytotox | KB-V1 cytotox | GLP1R inv ag | aSyn yeast inh
- CN(C)C(=O)c1cc(C(=O)c2ccccc2Br)c[nH]1
    12.4 | i | 2.6 | 13.1% | 9.4% | 8.0% | 17.3% | 13.0% | -1.7%
- O=C1N(c2ccccc2)c2ccccc2[C@]12C[C@H](O)CO2
    5.2 | -18.1% | 0.5 | . | 12.7% | 1.6% | -5.0% | 19.3% | 2.6%

New compounds follow:
SMILES | DRD3 antagonist | PTHR1 agonist | D3 ag | GLP1R ag | TDP43 rescue | GLP1R cytotox | KB-V1 cytotox | GLP1R inv ag | aSyn yeast inh
O=[N+]([O-])c1cc(-c2nc(-c3ccncc3)no2)ccc1NCc1ccccc1 | . | -39.3%[inhibitor] | -14.3 | . | -11.8% | 0.6% | 8.1% | 15.5% | .
Cc1cc(NCc2ccco2)n2ncnc2n1 | -2.8 | i | 3.1 | -2.7% | -10.5% | 10.7% | -28.2% | 18.8% | 3.6%
CCC1(C)N=C(N)Nc2nc3cc(C)c(C)cc3n21 (stereo not drawn) | 20.5 | i | 3.1 | -4.2% | -10.6% | 2.4% | 7.4% | 46.9%[activator] | 4.3%
O=C(Cc1cccc(C(F)(F)F)c1)OCC(=O)N1CCN(S(=O)(=O)c2ccc(Cl)cc2)CC1 | 19.0 | -7.8% | 8.1 | 4.7% | 12.0% | -1.2% | 21.7% | 41.0% | 5.7%
CCOc1cc(NC(=S)Nc2ccc(Cl)cc2)c(OCC)cc1NC(C)=O | 0.4 | -4.1% | 3.1 | 4.1% | ? | ? | ? | 10.0% | -10.9%
CC(C)[C@H](NC(=O)[C@@H]1Cc2ccccc2CN1C(=O)OC(C)(C)C)C(=O)NCc1ccco1 | 1.2 | i | -6.1 | -0.9% | -4.7% | 1.8% | ? | -17.2% | 0.3%
Cc1ccc(S(=O)(=O)N2CCC(=O)N([C@H](COCc3ccc(Cl)cc3)Cc3ccccc3)CC2)cc1 | 0.7 | i | 8.3 | 8.9% | 28.8% | -16.7% | 0.0% | ? | 11.7%
CCOC(=O)c1sc2ccccc2c1S(=O)(=O)N1CCN(c2cccc(C)c2)C(C)C1 (stereo not drawn) | . | i | 3.7 | . | 5.6% | -5.4% | . | 8.7% | .
CCC(=O)Nc1cccc(NC(=O)c2ccc3c(c2)OCO3)c1 | -9.4 | -11.7%[57.5 µM] | 2.4 | 2.6% | 6.2% | 9.2% | ? | -5.8% | 1.5%
COc1ccc(N2CCN(C(=O)c3cn(CC4CCCCC4)nn3)CC2)cc1 | 4.7 | -13.6% | 5.6 | 0.9% | ? | -6.4% | 4.0% | ? | -0.5%
COc1ccc(/C=N/NS(=O)(=O)c2ccccc2)cc1OS(=O)(=O)c1ccc(C)cc1 | -6.1 | -16.7% | 1.3 | -5.8% | 9.7% | -12.1% | 18.4µM* | ? | -7.0%
O=C(CNC(=O)c1cccs1)c1ccc(F)cc1 | 11.2 | -19.0%[57.5 µM] | 8.7 | -10.3% | -6.6% | -26.9% | -15.7% | 0.0% | 5.2%
Cc1cc(/C=C(\C#N)C(=O)NC2CCCCCC2)c(C)[nH]1 | 1.7 | -3.3% | 2.7 | -0.6% | 14.6% | -6.7% | ? | ? | -4.8%
N#CCc1nc(C(c2ccccc2)c2ccccc2)no1 | -1.1 | -9.3% | 1.1 | -3.6% | 26.6% | 1.2% | 4.2% | -16.8% | -4.6%
CCCCn1nc(C(=O)NC2CCCCC2)c2ccccc2c1=O | -13.8 | -6.4% | -5.4 | 1.8% | 10.2% | 0.1% | -21.4% | -11.1% | 12.4%
COCCN1C(=O)C(=O)/C(=C(/O)c2ccc(S(=O)(=O)N3CCCCC3)cc2)C1c1ccc(OC)c(OC)c1 (stereo not drawn) | -0.8 | i | 0.8 | 0.1% | 6.6% | 9.8% | -0.1% | 12.8% | -4.5%
Nc1nc2c(ncn2[C@@H]2O[C@H](CNS(=O)(=O)N3CCCC3)[C@@H](O)[C@H]2O)c(=O)[nH]1 | 26.5 | 17.5% | 9.3 | -14.5% | -8.9% | -3.5% | 9.0% | 24.7% | 7.3%

Compound activity (PubChem)
